Source: PubChem
EZH2 inh – inhibitors of human EZH2/PRC2 methyltransferase. PRC2 H3K27 methylation, DELFIA TRF, 1 h. inhibition, % at 12.5 µM. actives 0.35% (n = 57,000). Q15910. AID 651548;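 active means mean inhibition of replicates at least 50% and every single replicate also reaching 50%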;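 further: dimethyl H3K27 on biotinylated H3 21-44 peptide detected by antibody; plate controls were median neutral control wells for no effect and median positive control wells for full effect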
IDH1 mut inh – inhibitors of human IDH1 R132H. O75874. IDH1 R132H reductase, diaphorase/resazurin fluorescence, 60 min. inhibition, % at 10 µM. actives 0.18% (n = 70,000); in the data active means inhibition above about 34%;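 further: 0% = DMSO and 100% = no enzyme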
Target sequence (O75874 whole entry R132H): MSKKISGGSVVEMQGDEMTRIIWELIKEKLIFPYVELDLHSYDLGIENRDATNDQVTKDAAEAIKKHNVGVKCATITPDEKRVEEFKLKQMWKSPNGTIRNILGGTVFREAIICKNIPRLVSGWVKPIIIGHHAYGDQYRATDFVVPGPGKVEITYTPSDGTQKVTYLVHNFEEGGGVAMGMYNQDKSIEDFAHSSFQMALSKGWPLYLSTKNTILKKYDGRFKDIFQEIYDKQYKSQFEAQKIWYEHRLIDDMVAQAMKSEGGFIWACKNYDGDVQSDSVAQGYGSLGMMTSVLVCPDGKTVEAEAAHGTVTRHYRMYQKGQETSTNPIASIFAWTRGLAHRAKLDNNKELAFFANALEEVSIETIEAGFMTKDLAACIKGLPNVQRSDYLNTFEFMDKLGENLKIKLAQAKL
Numbers without * were called inactive; · = not tested or not shown; & = joins results of further samples.

Compound | EZH2 inh | IDH1 mut inh
C[C@H]1CN([C@@H](C)CO)C(=O)c2cc(-c3cccc(F)c3)cnc2O[C@H]1CN(C)C(=O)C1CCCCC1 | -2 | 0.2
C[C@@H]1CN([C@@H](C)CO)C(=O)Cc2cc(NS(C)(=O)=O)ccc2O[C@@H]1CN(C)Cc1ccc(C(=O)O)cc1 | · | 2.0
C[C@H](CO)N1C[C@H](C)[C@@H](CN(C)Cc2ccc(F)cc2)Oc2ncc(C3=CCCC3)cc2C1=O | -6 | -4.6
Cc1noc(C)c1NC(=O)N(C)C[C@@H]1Oc2c(NC(=O)c3cnccn3)cccc2C(=O)N([C@@H](C)CO)C[C@H]1C | · | 0.6
O=C(NCc1ccc(F)cc1)[C@H]1C[C@H]2C(=O)N3CCC[C@H]3C(=O)N2[C@H]1c1cccc(OCCO)c1 | 5 | ·
C[C@H](CO)N1C[C@H](C)[C@H](CN(C)C(=O)C2CC2)Oc2cc(C#CC3CCCC3)ccc2S1(=O)=O | -5 | 23
C[C@@H]1CN([C@H](C)CO)C(=O)c2cc(-c3cccc(F)c3)cnc2O[C@@H]1CN(C)C(=O)c1cccc(F)c1 | · | -1.1
O=C(Nc1ccccc1C(=O)NCc1ccco1)c1ccc(-c2ccccc2)cc1 | 27 | 0.6
COc1ccc(NC(=O)N[C@@H]2CC[C@@H](CCn3cc(C4(O)CCCC4)nn3)O[C@H]2CO)cc1 | -2 | -0.4
Cc1ccc(S(=O)(=O)N(C)C[C@H]2OCc3ccccc3-c3ccccc3C(=O)N([C@@H](C)CO)C[C@H]2C)cc1 | -7 | -6.7
Cc1ccc(N(C(C)C(=O)Nc2ccc(Br)cc2F)S(C)(=O)=O)cc1C (centres undefined) | · | 0.0
C[C@@H]1CCCCO[C@H](CN(C)C)[C@@H](C)CN([C@H](C)CO)C(=O)c2cc(NS(=O)(=O)c3ccccc3)ccc2O1 | -27 | -0.5
CC(C)CC#Cc1cnc2c(c1)C(=O)N([C@H](C)CO)C[C@H](C)[C@@H](CN(C)C(=O)C1CCOCC1)O2 | -8 | 0.9
C[C@H](CO)N1C[C@H](C)[C@H](CN(C)CC2CC2)Oc2cc(-c3cccc(C#N)c3)ccc2S1(=O)=O | -7 | -2.5
C[C@H]1CN([C@@H](C)CO)C(=O)c2cc(C#CC3CC3)cnc2O[C@H]1CN(C)C(=O)C1CCCCC1 | 0 | 0.4
COc1ccc(S(=O)(=O)Nc2ccc3c(c2)C(=O)N([C@@H](C)CO)C[C@H](C)[C@@H](CN(C)S(=O)(=O)c2cn(C)cn2)O3)cc1 | · | 0.2
CC(C)NC(=O)N(C)C[C@@H]1Oc2ccc(NC(=O)CCC(F)(F)F)cc2CC(=O)N([C@H](C)CO)C[C@@H]1C | · | 4.2
C[C@H](NC(=O)C[C@H]1C[C@@H]2c3cc(NC(=O)CN(C)C)ccc3O[C@@H]2[C@@H](CO)O1)c1ccccc1 | -6 | -2.5
C[C@H]1CN([C@@H](C)CO)C(=O)CCCn2cc(nn2)CO[C@@H]1CN(C)C(=O)Nc1ccc(C(C)(C)C)cc1 | · | 3.1
CCCNC(=O)N[C@H]1CC[C@@H](CC(=O)NC2CCC2)O[C@H]1CO | 4 | -0.1

Further structures.
Compound | EZH2 inh | IDH1 mut inh
C[C@H]1CN([C@@H](C)CO)C(=O)c2cc(NC(=O)c3ccncc3)ccc2O[C@@H]1CN(C)S(=O)(=O)c1cccs1 | · | 1.9
C[C@@H]1CN([C@H](C)CO)C(=O)c2cccc(N(C)C)c2O[C@H]1CN(C)CC1CC1 | 2 | 0.0
CS(=O)(=O)Nc1ccc2c(c1)[C@@H]1C[C@@H](CC(=O)NCc3ccc(Cl)cc3)O[C@H](CO)[C@@H]1O2 | -4 | 0.0
CO[C@@H]1CN(C)C(=O)c2ccc(NS(=O)(=O)c3ccc(F)cc3)cc2OC[C@@H](C)N(C)C[C@H]1C | 2 | 0.0
CO[C@@H]1CN(C)C(=O)c2ccc(NC(=O)C3CC3)cc2OC[C@@H](C)N(CC2CC2)C[C@H]1C | -1 | -0.4
C[C@H]1CN([C@@H](C)CO)C(=O)c2cccc(NC(=O)NC3CCCCC3)c2O[C@@H]1CN(C)Cc1ccc(-c2ccccc2)cc1 | · | 1.3
Cc1cc(C(=O)Nc2ccc(S(=O)(=O)Nc3onc(C)c3C)cc2)c(C)o1 | -8 | 0.1
Cc1noc(C)c1NC(=O)N(C)C[C@@H]1OCc2cn(nn2)CCCC(=O)N([C@H](C)CO)C[C@H]1C | · | 0.7
CO[C@@H]1CN(C)C(=O)c2cc(NC(=O)C3CC3)ccc2OC[C@@H](C)N(C)C[C@@H]1C | 6 | 0.2
CNC[C@H]1Oc2ccc(NC(=O)C3CC3)cc2CC(=O)N([C@H](C)CO)C[C@H]1C | 1 | ·
COc1ccc(C(N)=O)cc1NC(=O)CC(O)(C(F)(F)F)C(F)(F)F | 4 | 0.3
CNC[C@H]1Oc2c(NC(=O)C3CC3)cccc2C(=O)N([C@@H](C)CO)C[C@H]1C | -8 | -0.2
C[C@H](CO)N1C[C@H](C)[C@H](CN(C)C(=O)Nc2ccc(C(F)(F)F)cc2)Oc2c(NC(=O)c3ccncc3)cccc2C1=O | 8 | 3.7
CCCC#Cc1ccc2c(c1)O[C@H](CN(C)Cc1ccccc1)[C@H](C)CN([C@@H](C)CO)S2(=O)=O | 6 | 0.3
CC(C)C#Cc1ccc2c(c1)O[C@H](CN(C)C(=O)Nc1ccccc1)[C@H](C)CN([C@@H](C)CO)S2(=O)=O | -18 | 0.4
COc1ccc(S(=O)(=O)N(C)C[C@H]2Oc3ccc(NC(=O)C4CC4)cc3C(=O)N([C@H](C)CO)C[C@@H]2C)cc1 | -11 | -1.1
COc1ccc(S(=O)(=O)N(C)C[C@H]2Oc3ccc(NS(=O)(=O)c4c(C)noc4C)cc3C(=O)N([C@@H](C)CO)C[C@H]2C)cc1 | · | 0.2
O=C(N/N=C/c1cccc(O)c1)c1ccccc1O | 2 | 0.2
CS(=O)(=O)Nc1ccc2c(c1)[C@@H]1C[C@@H](CC(=O)N3CCc4ccccc4C3)O[C@@H](CO)[C@@H]1O2 | -21 | -0.2
CC(=O)Nc1ccc(Br)cc1-c1nc2ccccc2[nH]c1=O | -7 | 0.1

Look-ups from the list.
`CS(=O)(=O)Nc1ccc2c(c1)[C@@H]1C[C@@H](CC(=O)N3CCc4ccccc4C3)O[C@@H](CO)[C@@H]1O2` – EZH2 inh: -21
`COc1ccc(S(=O)(=O)N(C)C[C@H]2Oc3ccc(NS(=O)(=O)c4c(C)noc4C)cc3C(=O)N([C@@H](C)CO)C[C@H]2C)cc1` – IDH1 mut inh: 0.2
`Cc1cc(C(=O)Nc2ccc(S(=O)(=O)Nc3onc(C)c3C)cc2)c(C)o1` – IDH1 mut inh: 0.1

Filtered by structure: the compounds so far with bromine (two)
Compound | EZH2 inh | IDH1 mut inh
Cc1ccc(N(C(C)C(=O)Nc2ccc(Br)cc2F)S(C)(=O)=O)cc1C (centres undefined) | · | 0.0
CC(=O)Nc1ccc(Br)cc1-c1nc2ccccc2[nH]c1=O | -7 | 0.1

Further records
Compound | EZH2 inh | IDH1 mut inh
Cc1ccc(S(=O)(=O)NCCSc2nnc(N)s2)cc1 | 2 | -0.1
Cc1ccc(S(=O)(=O)N(C)C[C@@H]2Oc3cc(C4=CCCC4)ccc3S(=O)(=O)N([C@@H](C)CO)C[C@@H]2C)cc1 | 14 | -0.4
CC(O)CNc1nc2c(c(=O)n(Cc3ccccc3F)c(=O)n2C)n1C (centres undefined) | · | -1.9
CC(C)(C)[S@@](=O)N1Cc2cc(C(=O)N3CCCCC3)nc(-c3cccc(-c4ccc(C#N)cc4)c3)c2[C@H]1CCO | 17 | -0.3
O=C(C[C@H]1C[C@H]2c3cc(NC(=O)NC4CCCC4)ccc3O[C@H]2[C@H](CO)O1)NCc1ccc(-c2ccccc2)cc1 | 3 | -0.4
COC(=O)Nc1nc2ccc(C(=O)c3ccccc3)cc2[nH]1 | · | 1.2
COc1ccc(OC)c2c(=S)c3ccccc3[nH]c12 | 6 | -3.7
CO[C@@H]1CN(C)C(=O)c2cc(NS(C)(=O)=O)ccc2OC[C@@H](C)N(CC2CC2)C[C@@H]1C | -13 | 0.0
Cc1ccc(S(=O)(=O)Nc2ccc3c(c2)CC(=O)N([C@H](C)CO)C[C@H](C)[C@H](CN(C)Cc2ccc(Cl)c(Cl)c2)O3)cc1 | · | 0.7
C[C@H]1CCCCO[C@H](CN(C)S(=O)(=O)c2ccccc2)[C@@H](C)CN([C@@H](C)CO)C(=O)c2cc(NS(=O)(=O)c3ccc(F)cc3)ccc2O1 | · | -2.1
CO[C@H](CN(C)C(=O)c1ccc2c(c1)OCO2)[C@@H](C)CN([C@H](C)CO)S(=O)(=O)c1ccccc1 | 1 | 0.1
C[C@H]1CN([C@@H](C)CO)C(=O)c2c(c3ccccc3n2C)-c2ccccc2CO[C@@H]1CN(C)S(=O)(=O)c1cccc(F)c1 | -11 | ·
CCn1c(SCC(=O)c2cccc([N+](=O)[O-])c2)nnc1-c1cccnc1 | 3 | 0.1
O=C(C[C@H]1C=C[C@H](NC(=O)Cc2cccnc2)[C@@H](CO)O1)NCc1ccc2c(c1)OCO2 | 4 | 0.0
COc1cccc(C#Cc2ccc3c(c2)O[C@@H](CN(C)S(=O)(=O)c2ccccc2F)[C@@H](C)CN([C@H](C)CO)S3(=O)=O)c1 | · | 0.7
CN1CCN(C(=O)c2cc3c(c(-c4cccc(C5=CCCC5)c4)n2)[C@@H](CCO)N([S@](=O)C(C)(C)C)C3)CC1 | -11 | 0.0
CCOc1ccc(-n2c(C)nnc2SCC(=O)Nc2ccc(Br)cc2F)cc1 | · | 12
CCOc1ccc(-n2c(SCC(=O)c3ccc(Br)cc3)nnc2-c2cccnc2)cc1 | -11 | -0.1
C[C@@H]1CN([C@H](C)CO)S(=O)(=O)c2ccc(C#CC3CC3)cc2O[C@@H]1CN(C)C(=O)c1cccnc1 | -20 | 0.1
C[C@H](CO)N1C[C@H](C)[C@@H](CN(C)C(=O)c2ccccc2)OCCCC[C@H](C)Oc2ccc(NC(=O)c3ccccc3)cc2C1=O | -19 | ·

Next results:
Compound | EZH2 inh | IDH1 mut inh
CC(C)CC#Cc1cnc2c(c1)C(=O)N([C@@H](C)CO)C[C@H](C)[C@H](CN(C)C(=O)Cc1cccnc1)O2 | -10 | 0.8
CC(=O)N(C)C[C@H]1Oc2ncc(/C=C/c3ccccc3)cc2C(=O)N([C@H](C)CO)C[C@@H]1C | -5 | -5.7
CC(=O)N(C)C[C@@H]1Oc2cc(Br)ccc2S(=O)(=O)N([C@H](C)CO)C[C@@H]1C | 4&39 | ·
COc1ccc(NC(=O)N[C@@H]2CC[C@H](CCNC(=O)c3ccccc3F)O[C@H]2CO)cc1 | -5 | 0.4
CC(C)NC(=O)Nc1ccc2c(c1)C(=O)N([C@@H](C)CO)C[C@H](C)[C@@H](CN(C)Cc1ccc(C(=O)O)cc1)OCCCC[C@@H](C)O2 | · | -0.2
COc1ccc(NC(=O)CSc2ncnc3sc(-c4ccccc4)cc23)cc1Cl | 13 | 0.1
O=C(C[C@@H]1C[C@H]2c3cc(NC(=O)c4cccnc4)ccc3O[C@H]2[C@H](CO)O1)NCc1ccccc1 | -17 | 0.5
N#CCCn1cc(CO)c(-c2ccc(Cl)cc2)n1 | -2 | -0.6
COCC(=O)Nc1ccc2c(c1)C(=O)N(C)C[C@H](OC)[C@H](C)CN(Cc1cc(F)ccc1F)[C@@H](C)CO2 | -1 | 0.2
CCCc1c(OCCCCc2nn[nH]n2)ccc(C(C)=O)c1O | 2 | 4.3
C[C@@H]1CN([C@H](C)CO)C(=O)c2cc(C3=CCCCC3)cnc2O[C@H]1CN(C)C(=O)CN1CCOCC1 | 15 | ·
O=C(NCC[C@H]1CC[C@H](NC(=O)C2CC2)[C@@H](CO)O1)c1cnccn1 | 8 | -0.1
C[C@H](CO)N1C[C@H](C)[C@H](CN(C)C(=O)C2CCOCC2)Oc2ncc(-c3ccncc3)cc2C1=O | 1 | ·
C=C1C(=O)OC2CC3(C)CCC=C(CO)C3CC12 (centres undefined) | · | 0.6
C[C@@H]1CN([C@H](C)CO)C(=O)CCCn2cc(nn2)CO[C@@H]1CN(C)Cc1ccc2cccnc2c1 | 1 | 0.2
COc1ccc(CNC(=O)C[C@@H]2C[C@H]3c4cc(N(C)C)ccc4O[C@H]3[C@@H](CO)O2)cc1 | -20 | -1.7
C[C@H]1CN([C@@H](C)CO)C(=O)c2ccccc2-c2ccccc2CO[C@H]1CN(C)C(=O)CCN(C)C | 7 | 0.4
C[C@H]1CN([C@@H](C)CO)C(=O)c2cccc(NS(=O)(=O)c3ccccc3)c2O[C@H]1CN(C)Cc1ccc(C(F)(F)F)cc1 | 7 | ·
C[C@H](CO)N1C[C@H](C)[C@H](CN(C)S(C)(=O)=O)Oc2ncc(C#Cc3ccc(C(F)(F)F)cc3)cc2C1=O | -22 | ·
COCCOC(=O)N1C(=O)[C@@]2(c3cc(C#Cc4ccc(OC)cc4)ccc31)[C@H](c1ccccc1OCCO)N1[C@H](c3ccccc3)[C@H](c3ccccc3)OC(=O)[C@H]1[C@@H]2C(N)=O | -8 | ·

Complete entries, quoted from the list. Order of screens: EZH2 inh | IDH1 mut inh
`N#CCCn1cc(CO)c(-c2ccc(Cl)cc2)n1` across the screens: -2 | -0.6
`C[C@H]1CN([C@@H](C)CO)C(=O)c2cccc(NS(=O)(=O)c3ccccc3)c2O[C@H]1CN(C)Cc1ccc(C(F)(F)F)cc1` across the screens: 7 | ·

Continuation.
Compound | EZH2 inh | IDH1 mut inh
CC(C)C#Cc1cnc2c(c1)C(=O)N([C@H](C)CO)C[C@H](C)[C@@H](CN(C)C(=O)c1cccnc1)O2 | -6 | -0.1
CCCC#Cc1cnc2c(c1)C(=O)N([C@H](C)CO)C[C@H](C)[C@H](CN(C)Cc1cccnc1)O2 | 3 | 1.3
COc1ccc(-c2nc(NC(=O)CSc3nnc(C)s3)ns2)cc1 | 1 | -0.1
C[C@H](CO)N1C[C@H](C)[C@H](CN(C)S(=O)(=O)c2ccccc2)Oc2c(NC(=O)c3ccncc3)cccc2C1=O | 13 | ·

Not all compounds are listed, so the mix of outcomes need not match the whole.
